Assay outcomes as filed in PubChem.
FEN1 inh: human FEN1 inhibition | P39748 | Recombinant FEN1 flap cleavage, fluorescence, 15 min | Potency, µM (highest dose often 114 µM), inactives show at the top dose activity change, negative = inhibition, most hits filed as inhibitors | hit rate 0.35% among 390,000 | AID 588795; note: nearly all actives have a fitted effect of over 65% in size
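Steps: FEN1 (10 nM) dispensed; compound added by pin tool; 15 min at room temperature; substrate added to 50 nM final; reads at 0 min and 15 min; data normalized and fitted (four-parameter Hill).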
KAT2A inh: blocks human GCN5L2 histone acetyltransferase | Q92830 | GCN5L2 HAT assay, ThioGlo1 CoA-SH fluorescence | Potency, µM (doses to about 58.9 µM), for the others: at the top dose activity change, negative = inhibition, most hits filed as inhibitors | hit rate 0.21% among 390,000
Target sequence (Q92830 whole entry, looked up): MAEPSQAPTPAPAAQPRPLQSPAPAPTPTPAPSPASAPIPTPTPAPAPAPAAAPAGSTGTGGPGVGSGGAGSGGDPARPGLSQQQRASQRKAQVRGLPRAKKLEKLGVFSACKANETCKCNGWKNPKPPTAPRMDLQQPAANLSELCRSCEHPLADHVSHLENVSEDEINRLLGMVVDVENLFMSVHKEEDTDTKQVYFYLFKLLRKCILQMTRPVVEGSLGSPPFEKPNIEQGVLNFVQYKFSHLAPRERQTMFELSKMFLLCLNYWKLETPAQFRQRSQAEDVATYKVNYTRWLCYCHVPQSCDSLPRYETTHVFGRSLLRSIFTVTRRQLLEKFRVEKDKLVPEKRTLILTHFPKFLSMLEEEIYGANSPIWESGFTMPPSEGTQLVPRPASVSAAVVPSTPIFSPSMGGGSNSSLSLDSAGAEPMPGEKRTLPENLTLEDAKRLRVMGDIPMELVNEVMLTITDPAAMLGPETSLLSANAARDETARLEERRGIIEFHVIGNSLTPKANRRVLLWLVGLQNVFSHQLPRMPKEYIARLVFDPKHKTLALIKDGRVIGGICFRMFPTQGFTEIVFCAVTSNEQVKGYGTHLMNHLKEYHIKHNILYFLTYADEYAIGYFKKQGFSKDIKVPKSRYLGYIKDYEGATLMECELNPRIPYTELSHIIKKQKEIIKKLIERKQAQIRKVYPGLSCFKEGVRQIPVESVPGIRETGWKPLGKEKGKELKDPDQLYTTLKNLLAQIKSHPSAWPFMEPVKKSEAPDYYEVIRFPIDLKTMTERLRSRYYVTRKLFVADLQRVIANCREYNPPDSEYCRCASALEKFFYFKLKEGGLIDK
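Compounds, pin-transferred from DMSO stocks, meet 20nM GCN5L2 for 15 min before the reaction begins with H3(1-25) peptide (75uM) and acetyl-CoA (70uM). Thiol-reactive ThioGlo1 reports CoA release over 20 min at room temperature.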
N370S GC mod: inhibitors or activators of N370S glucocerebrosidase for Gaucher disease; P04062; N370S GC spleen homogenate, 4MU-glucoside fluorescence; Potency, µM (doses to about 59.4 µM), inactives show at the top dose activity change, negative = inhibition, hits mostly inhibitors; hit rate 0.092% among 330,000; AID 2101;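 note: 0% = full enzyme activity and -100% = no enzyme basal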
* hit, by the source's call; ? = inconclusive; . = no result given; & = joins results of further samples; [ ] = another dose, or the depositor's remark. Calls come from the whole dose curve; as a rule, active = well fitted curve in the direction sought with a large enough effect; inconclusive = small, poorly fitted or top-dose-only effect, or another doubt; inactive = no such curve, though single readings can be large; an effect the other way counts as inactive or inconclusive. Unless noted, % is set by controls: 0 for no effect and ±100 for the full control effect; potency is the fitted concentration of half-maximal effect.

mol | N370S GC mod | FEN1 inh | KAT2A inh
O=C1NN(c2ccccc2)C(=O)C2C3C=CC(C4CC34)C12 (centres undefined) | 5% | 0% | -4%
CCCOc1ccc(C(=O)N2CCN(c3ccc(N)cc3Cl)CC2)cc1 | -8% | 4% | -17%
O=C(Nc1cccc(-n2cnnn2)c1)c1cnccc1Cl | -2% | 7% | -1%
O=C(Cn1ncc2c3ccccc3n(Cc3ccccc3F)c2c1=O)NC1CCCCCC1 | . | 1% | 3%
COC(=O)CCC(=O)NNC(=O)CCC(=O)Nc1cccc(Cl)c1C | -1% | 6% | -1%
CCOCCCNS(=O)(=O)c1ccc2c(c1)OCCO2 | 1% | 2% | -2%
O=C(O)c1ccc(NC(=O)C2(c3ccccc3)CCCC2)cc1 | 11% | 4% | -1%
CCCN(CCC)S(=O)(=O)c1ccc(C(=O)N2CCCc3ccccc32)cc1 | 6% | ? | -6%
COc1ccc(C(C)(C)NC(=O)C2CCC(=O)N(CCCN3CCCC3=O)C2)cc1 (centres undefined) | 0% | -4% | -3%
COc1ccc(-n2ncc3c2CC(C)(C)CC3NC(=O)C2CCN(C(C)=O)CC2)cc1 (centres undefined) | -4% | 2% | -16%
O=C(NCC1CCCN(C(=O)NCc2ccccc2)C1)c1ccc2c(c1)OCO2 (centres undefined) | -6% | -6% | ?
O=C(CCCc1ccccc1)Nc1ccnn1C1CCN(Cc2ccccn2)CC1 | 4% | -1% | -18%

mol | N370S GC mod | FEN1 inh | KAT2A inh
CCOc1ccccc1C1CC(=O)NC(SCC)=C1C#N (centres undefined) | -6% | 20% | -20%
O=C1c2cccc(Sc3ccccc3)c2C(=O)c2c(Sc3ccccc3)cccc21 | 4% | 0% | -1%
Cc1ccc(N/C=C2\CCCCC2=O)nc1 | -3% | -4% | -16%
O=C(COC(=O)c1cccnc1Cl)Nc1cc(S(=O)(=O)N2CCCCCC2)ccc1Cl | -3% | -17% | -21%
Cc1ccc(NC(=O)CCS(=O)(=O)c2cccc3nonc23)cc1Cl | -2% | 1%&-12% | -13%&2%
Cc1c(-c2ccc(Cl)cc2)c(=O)oc2c(CN3CCN(CCO)CC3)c(O)ccc12 | . | -9% | -20%
COc1ccc(Cl)cc1N(CC(=O)N1CCCCCC1)S(C)(=O)=O | -6% | -6% | -5%
COc1cccc(-c2ccc3c(N)c(C(=O)c4ccc(Cl)cc4)sc3n2)c1 | . | 11% | -10%
COc1ccccc1NC(=O)Nc1nc(CC(=O)NC2CCCC2)cs1 | -20% | 3% | 1%
COc1ccc(N2CCN(C(=O)COC(=O)CCOc3ccc(C(C)(C)C)cc3)CC2)cc1 | 6% | 3% | -3%
CCN(CC(=O)Nc1sc2c(c1C#N)CCCC2)CC(=O)NC1CCS(=O)(=O)C1 (centres undefined) | -4% | -4% | -14%
CC1(C)Cc2c(cnn2-c2ccc(F)cc2)C(NC(=O)CCCN2CCCCC2=O)C1 (centres undefined) | 4% | -4% | -8%

mol | N370S GC mod | FEN1 inh | KAT2A inh
O=C(NCCCn1ccnc1)c1ccc(COc2ccccc2)o1 | -3% | -5% | -2%
Cc1cc(Br)c(NC(=O)CCNC(=O)OCc2ccccc2)cc1C | -11% | -6% | 2%
Cc1ccc(NC2=NC(c3ccco3)n3c(nc(C)cc3=O)N2)c(C)c1 (centres undefined) | 8% | . | -3%
CC(=O)OC[C@H]1O[C@H](C/C=N/OC[C@@H](O)[C@H]2O[C@@H]3OC(C)(C)O[C@@H]3[C@H]2O)C=C[C@@H]1OC(C)=O | 21% | . | 2%
CC(C)Sc1nc(NCc2ccco2)c2c3c(sc2n1)COC(C)(C)C3 | ? | 5% | -10%
CN(C)c1cccc(C(=O)Nc2nnc(Cc3ccccc3)s2)c1 | 0% | -9% | -1%
Nc1nc(N2CCN(c3cccc(Cl)c3)CC2)n[nH]1 | -4% | 1% | -8%
COc1ccc(COC(=O)C2=C(C)NC(=O)NC2c2cccc(OC)c2OC)cc1 (centres undefined) | -6% | 1% | -1%
CN(C)S(=O)(=O)c1ccc(Cl)c(NC(=O)CN2CCCCCC2)c1 | 0% | -10% | -9%
CCc1noc(-c2ccc(N3CCCCC3C)c([N+](=O)[O-])c2)n1 (centres undefined) | . | -4% | -7%
COC(=O)CC1=NC(=O)CS1 | 4% | 0% | 2%
CCC1CCCCN1C(=O)CNCC1CCCO1 (centres undefined) | -24% | -2% | -5%

mol | N370S GC mod | FEN1 inh | KAT2A inh
O=C(CSc1nnnn1-c1ccc(F)cc1)NC1CCCCC1 | 1% | 4% | -18%
CNC(=O)C1CCC(Cn2c(=O)[nH]c3ccsc3c2=O)CC1 (centres undefined) | . | -4% | -2%
CC12CCC(C(=O)N(NC(=O)c3cc(Cl)ccc3O)C1=O)C2(C)C (centres undefined) | 10% | -6% | -3%
Cc1ccc(S(=O)(=O)c2cnc(SCC(=O)Nc3ccccc3C(F)(F)F)[nH]c2=O)cc1C | . | -2% | 1%
COc1ccc(OCCCC(=O)Nc2cccc(S(=O)(=O)N3CCCCCC3)c2)cc1 | . | -19% | -20%
COc1ccc(Nc2nnc(C)c(=O)[nH]2)c(OC)c1 | 0% | 0% | 3%
Cc1cccc(OCc2nc3ccccc3n2C)c1 | 14% | 1% | -4%
FC(F)(F)c1ccccc1-c1nccc(-n2ccnc2)n1 | 20% | . | ?
Cc1cc(=O)n2[nH]c(C(=O)O)nc2n1 | 10% | -6% | 1%
COc1ccccc1NC(=O)CCN1CCCCC1 | . | -5% | -16%
CCc1c(O)nc(SCC(=O)Nc2cc(C)on2)n(-c2ccccc2)c1=O | -6% | -3% | -23%
COc1ccccc1N/C(N)=N/c1nc(CSc2nc3ccccc3s2)cc(=O)[nH]1 | -13% | . | -1%

mol | N370S GC mod | FEN1 inh | KAT2A inh
O=C(CSc1nccc(=O)[nH]1)NC1CCCc2ccccc21 (centres undefined) | 2% | 10% | 1%
COc1cccc(C(=O)OCC(=O)c2c[nH]c3ccccc23)c1OC | . | -22% | -3%
CCOC(=O)C1=C(C)N=c2s/c(=C\c3ccc(OC(C)=O)c(OCC)c3)c(=O)n2C1/C=C/c1ccccc1 (centres undefined) | 1% | -16% | -3%
Cc1noc(C)c1S(=O)(=O)N1CCC(C(=O)NCCc2ccc(S(N)(=O)=O)cc2)CC1 | 0% | -13% | 0%
Cc1[nH]c2ccccc2c1N=Nc1cc(C(=O)O)cc(C(=O)O)c1 | 3% | -6% | 0%
O=[n+]1c2c(n([O-])c3ccccc31)CCC2 | -11% | 7% | .
C=CCn1c(C)cc(C2=NNC(=Nc3ccc(C)cc3)SC2)c1C | -14% | 8% | 0%
O=c1oc2ccccc2c(NC2CCCCC2)c1NS(=O)(=O)c1ccc(Br)cc1 | 5% | -21% | -19%
CCCCN(C(=O)c1ccco1)C1CCS(=O)(=O)C1 (centres undefined) | 0% | -5% | 0%
O=C(N=C1SCC(=O)N1c1ccccc1)c1ccco1 | 10% | 6% | 2%
CCN(CC)C(=O)C1CCCN(Cc2nc(-c3cccs3)no2)C1 (centres undefined) | 1% | -13% | -9%
COCCNC(=S)Nc1ccc(S(=O)(=O)Nc2ncccn2)cc1 | ? | -2% | -5%

mol | N370S GC mod | FEN1 inh | KAT2A inh
CN1C(=O)CC(N2CCC(C(N)=O)(N3CCCCC3)CC2)C1=O (centres undefined) | -10% | 10% | -14%
CC(=O)COc1ccc2c(-c3ccccc3)cc(=O)oc2c1 | 5% | 3% | -3%
CS(=O)(=O)N(CC(=O)N1CCN(Cc2ccccc2)CC1)c1cccc([N+](=O)[O-])c1 | 1% | 8% | ?
O=C(CSC1=Nc2ccccc2N=C(c2ccc(F)cc2)C1)NCc1ccc(F)cc1 | . | -1% | -12%
Cn1nnnc1SCCCNCc1cc(Cl)ccc1OCc1ccccc1F | . | -16% | -4%
COc1cc(C2C(C#N)=C(N)Oc3n[nH]c(-c4cccnc4)c32)ccc1OCC(N)=O (centres undefined) | -1% | -11% | -9%
COc1cc(Cl)ccc1OCc1cc(C(=O)NC(C)Cc2cnccn2)no1 (centres undefined) | -9% | 5% | -8%
CC(Nc1ccccc1)c1ccncc1 (centres undefined) | -11% | 43%[activator] | 2%
O=S(=O)(Nc1ncccn1)c1ccc(Nc2ncnc3ccccc23)cc1 | -13% | -8% | -6%
O=C(CCCOc1ccccc1)NNC(=O)c1ccncc1 | . | 0% | 2%
CCn1nc(C(=O)NNS(=O)(=O)c2cc(/C=C/C(=O)O)cc(OC)c2OC)c2ccccc2c1=O | . | 9% | -4%
O=C1Nc2c(c(=O)[nH]c(=O)n2Cc2ccccc2)C1(NS(=O)(=O)c1ccccc1)C(F)(F)F (centres undefined) | -8% | -13% | -5%

mol | N370S GC mod | FEN1 inh | KAT2A inh
COc1ccc(OC)c(CCNc2nccn(-c3ccc(C)c(C)c3)c2=O)c1 | . | -24% | 6%
O=P(c1ccc2c(c1)OCCO2)(N1CCOCC1)N1CCOCC1 | -1% | -6% | 2%
COCCNC(=O)CSC1=N/C(=C/c2ccc(Cl)c(Cl)c2)C(=O)N1c1ccccc1F | 17% | -22% | 39%[activator]
CC1=NOC(=O)/C1=C/c1ccc2c(c1)OCO2 | 2% | -12% | -8%
Cc1ccccc1-n1c(O)cc(=O)[nH]c1=S | -15% | 8% | -1%
Cn1nccc1C(=O)Nc1ccccc1C(=O)O | 8% | 9% | 0%
Clc1ccc(CNCC2CCCO2)cc1 (centres undefined) | -2% | 1% | -4%
OCc1cnc(SCc2ccccc2F)n1Cc1ccc(F)cc1 | . | -14% | 1%
COc1ccc(Cl)cc1NC(=O)CN(C)C1CCCCC1 | 3% | 10% | -4%
Cc1ccc(S(=O)(=O)CCC(=O)OCC(=O)N(Cc2ccccc2)C(C)C)cc1 | 1% | 1% | 0%
COc1ccc(-c2c3c(nc4sc(C(=O)Nc5ccccc5F)c(N)c24)CC(C)(C)CC3=O)cc1 | . | 4% | -1%
CCCSC1=C(C#N)C(c2ccccc2C)C(C(=O)OC)C(=O)N1 (centres undefined) | 3% | 3% | -3%

Sorted by the number under N370S GC mod (highest first): some entries from above.
| Molecule | N370S GC mod | KAT2A inh |
| --- | --- | --- |
| FC(F)(F)c1ccccc1-c1nccc(-n2ccnc2)n1 | 20% | ? |
| CC1=NOC(=O)/C1=C/c1ccc2c(c1)OCO2 | 2% | -8% |
| Clc1ccc(CNCC2CCCO2)cc1 (centres undefined) | -2% | -4% |
| COc1ccc(-n2ncc3c2CC(C)(C)CC3NC(=O)C2CCN(C(C)=O)CC2)cc1 (centres undefined) | -4% | -16% |

Continuation.
mol | N370S GC mod | FEN1 inh | KAT2A inh
CN(C)c1ccc(/C=N/NC(=O)c2cc(=O)[nH]c3ccccc23)cc1 | -11% | 1% | 2%
COc1cc(/C=C2\C(=O)N(CCC#N)N=C2C)ccc1OCC(=O)Nc1ccccc1 | 8% | ? | -2%
CCCCCn1c(=O)[nH]c2cc(C(=O)NCCc3ccc(OC)c(OC)c3)ccc2c1=O | 8% | 1% | -12%
NC(=O)CSc1nnnn1-c1ccc(OC(F)(F)F)cc1 | 4% | 1% | -5%
Cc1ccc(C(=O)N2CCC(n3nccc3NC(=O)Nc3cccc(F)c3)CC2)cn1 | -3% | 20% | -5%
NC(=O)CC(NC(=O)Cc1cccc2ccccc12)c1ccc(NC2CCN(Cc3ccccc3)CC2)c([N+](=O)[O-])c1 (centres undefined) | -22% | 2% | -4%
CC(C)(C)[C@H]1COC(=O)[C@@H](Cc2ccc(F)cc2)CC/C=C/C[C@@H](CC(=O)N[C@H](CO)Cc2ccccc2)C(=O)N1 | . | 14% | 0%
COc1ccc(CNc2nc(NC(C)=O)nn2-c2ccccc2)cc1 | 2% | 11% | -6%
Cc1sc2ncnc(SCc3ccco3)c2c1C | 7% | -4% | -7%
CCc1ccccc1NS(=O)(=O)c1ccc2[nH]cc(C(=O)NC3CCCC3)c(=O)c2c1 | -11% | -8%&-4% | -16%&-12%
Cc1[nH]n(S(=O)(=O)c2ccccc2)c(=O)c1N=Nc1cccc(Cl)c1 | -3% | -3% | 1%
COc1ccc(CNC(=O)CN(C(=O)c2csnn2)c2ccc(C(C)=O)cc2)cc1 | -2% | 5% | -2%

mol | N370S GC mod | FEN1 inh | KAT2A inh
CC[C@@H]1O[C@]2(C=C[C@@H]1C)C[C@H]1C[C@H](CC=C(C)[C@@H](O[C@@H]3C[C@H](OC)[C@H](O[C@@H]4C[C@H](OC)[C@H](O)[C@H](C)O4)[C@H](C)O3)[C@@H](C)C=CC=C3CO[C@@H]4[C@@H](O)C(C)=C[C@@H](C(=O)O1)[C@]34O)O2 | -19%[21.6 µM] | . | -10%[21.4 µM]
COc1cccc(N2CCN(C(=O)CN3C(=O)NC(C)(c4ccc5ccccc5c4)C3=O)CC2)c1 (centres undefined) | -13% | -21% | -8%
CC1(C)CCCN(C(=O)c2coc(=O)c(Br)c2)C1 | 11% | 56µM* | -25%
CCN(CC)C(=O)CSc1nc2ccccc2c(=O)n1CCC(=O)N1CCN(c2ccccc2)CC1 | -1% | 5% | -6%

Not a hit list; 0.54% or so of the library scored in one or more.
